Assay outcomes from PubChem.
BL2 CD40 inh: CD40 pathway inhibition in BL2 cells | BL2 NF-kB luciferase reporter, CD40L-induced, 4 h | inhibition, % at 10 µM | 83,000 compounds, 0.94% hits | AID 1053188;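 active = mean inhibition of at least 50% with a set share of replicates also reaching that level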;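 note: 0% = neutral control wells and 100% = IKK inhibitor VII at 50 µM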
* marks the source's active call; other numbers are inactive results; & = joins results of further samples; [ ] = another dose, or the depositor's remark. The list is partial; count on the stated rates, not on these rows.

SMILES	BL2 CD40 inh
CCOc1cccc(C(=O)N(Cc2ccc(F)cc2)C2CCS(=O)(=O)C2)c1 (stereo unspecified)	1.2
O=[N+]([O-])c1cc(-c2cccnc2)n[nH]1	4.7
Cc1ccc2ccc(C(Nc3cccc(C(F)(F)F)c3)c3cccnc3)c(O)c2n1 (stereo unspecified)	6.6
COc1ccc(N2CCN(S(=O)(=O)CCNC(=O)COc3ccccc3C)CC2)cc1	-7.4
CSc1cccc(NC(=O)OC2CCCCCCCCCCC2)c1	6.6
C[C@H](CO)N1C[C@H](C)[C@@H](CN(C)S(=O)(=O)c2cn(C)cn2)OCc2ccccc2-c2c(n(C)c3ccccc23)C1=O	7.0[25 µM]
CC(C)C12CN3CC(C(C)C)(CN(C1)C3c1ccccc1)C2O (stereo unspecified)	-3.6
COCC(=O)NC[C@@H]1[C@@H](c2ccc(C3=CCCC3)cc2)[C@@H](CO)N1C(=O)C1CC1	3.3[25 µM]
O=C(C[C@@H]1C[C@@H]2c3cc(NC(=O)NC4CCCCC4)ccc3O[C@@H]2[C@@H](CO)O1)NC1CCCC1	6.9
Cc1ccc(N2C(=O)N(CC(=O)N3CCc4ccccc43)C(=O)C2C)cc1 (stereo unspecified)	-2.5
Cc1nn(C)cc1NC(=O)C[C@@H]1CC[C@H]2[C@@H](COc3ccc(NC(=O)C4CCOCC4)cc3C(=O)N2C)O1	5.5[25 µM]
CC1Cc2ccccc2N1C(=O)COC(=O)c1ccccc1NCCO (stereo unspecified)	-4.3
C[C@H]1CN([C@@H](C)CO)C(=O)CCCn2cc(nn2)CO[C@H]1CN(C)C(=O)NC1CCCC1	15.4
Cc1cc(C(=O)Nc2ccc3c(c2)C(=O)N(C)[C@@H]2CC[C@@H](CC(=O)NCc4ccc(-c5ccccc5)cc4)O[C@H]2CO3)no1	-16.8[25 µM]
Cn1c(CN2CCCC(C(=O)c3ccc4c(c3)OCO4)C2)nc2ccccc21 (stereo unspecified)	-3.0
COc1ccc(Nc2nc(-c3ccccc3)c(C(=O)Nc3cccnc3)s2)cc1	-10.3
O=S1(=O)N=C(Nc2ccc(N3CCOCC3)cc2)c2ccccc21	-23.4
Cc1cccc(NC(=O)c2cccc(S(=O)(=O)NCc3ccccc3)c2)n1	0.6
OCCC1CN(Cc2cccn2-c2ncccn2)CCN1C1CCCC1 (stereo unspecified)	0.0
COCCNc1nnc(SCC(=O)N(C)c2c(N)n(Cc3ccccc3)c(=O)[nH]c2=O)s1	0.8
COc1ccc2cc(C(=O)C3CCCN(C(=O)CCc4cnn(C)c4)C3)ccc2c1 (stereo unspecified)	-91.9
O=C(Nc1ccc(OCc2ccccc2)cc1)c1cccs1	-175.3
CCc1oc(C(=O)O)cc1CN(CC)CC	5.8
O=C(/C=C/c1ccccc1)COC(=O)c1ccccc1	-16.8
C[C@H](C(=O)N(C)C[C@H]1OCc2ccccc2-c2ccccc2C(=O)N([C@@H](C)CO)C[C@H]1C)c1ccccc1	-5.6
Later entries.
SMILES	BL2 CD40 inh
CO[C@@H](C(=O)N(C)C[C@H]1OCc2ccccc2-c2c(n(C)c3ccccc23)C(=O)N([C@@H](C)CO)C[C@@H]1C)c1ccccc1	16.2[25 µM]
Cc1ccnc2nc(C(=O)OCC(=O)N(CC(C)C)CC(C)C)nn12	12.1
COc1cc(C(=O)N2C[C@@H]3CCC[C@H]2C3)ccc1OC1CCN(C(C)=O)CC1	-8.8
NC(=Nc1ccccc1)N(c1ccccc1)c1ccccc1	-33.9
C=C(C)c1cccc(C(C)(C)NC(=O)Nc2ncccn2)c1	13.7
c1ccc2nc(-c3nc4ccccc4[nH]3)ccc2c1	77.9*
C/C(N)=C(/C#N)C(=O)CSc1nn(-c2ccc(Cl)cc2)c(=S)s1	-63.5
O=C(NCc1ccco1)c1ccc(-c2ccc(F)c(F)c2)c2ccoc12	-14.0
CCCc1cc(=O)[nH]c(SCC(=O)c2cc(C)n(CC3CCCO3)c2C)n1 (stereo unspecified)	0.9
COc1ccc(C(=O)C2CCCN(Cc3cn[nH]c3-c3ccccc3)C2)cc1OC (stereo unspecified)	2.2
Nc1nonc1C(=O)N1CCCCC1	3.6
O=C(c1ccc(Cl)cc1)C1CCCN(Cc2ccc(Oc3ncccn3)cc2)C1 (stereo unspecified)	8.3
Cc1nonc1NC(=O)Nc1cccnc1	6.5
CNC(=O)C[C@H]1CC[C@H]2[C@@H](COC[C@@H](O)CN2Cc2ccccc2F)O1	0.8[25 µM]
COc1ccc(S(=O)(=O)N(C)CC(=O)O)c2ccccc12	3.3
NC(=O)NC(=O)COC(=O)CCCc1c[nH]c2ccccc12	2.7
CCOC(=O)c1[nH]c(C(=O)O)c(CCN(CC)CC)c1C	9.3
O=C(NCCO)c1nc2ccccc2s1	-52.8
COCc1cccc(-c2csc(C(C)(O)c3cccc(F)c3)n2)c1 (stereo unspecified)	0.2
COc1ccccc1CCNC(=O)c1ccc(NC(=O)CC2SC(N3CCCC3)=NC2=O)cc1 (stereo unspecified)	1.5
CCN1CCc2nc(NC(=O)Cc3ccc4c(c3)OCCO4)sc2C1	0.3
Cc1ccc(NC(=O)C2(C)CCN2Cc2ccc(OC(C)C)cc2)cc1 (stereo unspecified)	2.9
COc1cccc(C2CC(C(F)(F)F)n3ncc(C(=O)O)c3N2)c1 (stereo unspecified)	11.5
O=C(Nc1cccnc1)c1cn(-c2ccccc2)nc1-c1cccs1	-39.4
CCCOc1ccc(N2C(=O)CC(SCCc3nc4ccccc4[nH]3)C2=O)cc1 (stereo unspecified)	-10.8

14 structures out of the list, arranged by formula weight, lowest first:
SMILES	BL2 CD40 inh
Nc1nonc1C(=O)N1CCCCC1	3.6
Cc1nonc1NC(=O)Nc1cccnc1	6.5
c1ccc2nc(-c3nc4ccccc4[nH]3)ccc2c1	77.9*
NC(=Nc1ccccc1)N(c1ccccc1)c1ccccc1	-33.9
CCOC(=O)c1[nH]c(C(=O)O)c(CCN(CC)CC)c1C	9.3
COc1ccc(S(=O)(=O)N(C)CC(=O)O)c2ccccc12	3.3
COc1cccc(C2CC(C(F)(F)F)n3ncc(C(=O)O)c3N2)c1 (stereo unspecified)	11.5
O=C(Nc1cccnc1)c1cn(-c2ccccc2)nc1-c1cccs1	-39.4
CCN1CCc2nc(NC(=O)Cc3ccc4c(c3)OCCO4)sc2C1	0.3
C/C(N)=C(/C#N)C(=O)CSc1nn(-c2ccc(Cl)cc2)c(=S)s1	-63.5
COc1cc(C(=O)N2C[C@@H]3CCC[C@H]2C3)ccc1OC1CCN(C(C)=O)CC1	-8.8
COc1ccc(C(=O)C2CCCN(Cc3cn[nH]c3-c3ccccc3)C2)cc1OC (stereo unspecified)	2.2
O=C(c1ccc(Cl)cc1)C1CCCN(Cc2ccc(Oc3ncccn3)cc2)C1 (stereo unspecified)	8.3
CO[C@@H](C(=O)N(C)C[C@H]1OCc2ccccc2-c2c(n(C)c3ccccc23)C(=O)N([C@@H](C)CO)C[C@@H]1C)c1ccccc1	16.2[25 µM]

Additional results follow.
SMILES	BL2 CD40 inh
CCOC(=O)c1c(NC(=O)Cn2nc(C(=O)O)c3ccccc3c2=O)sc(CC)c1C	6.6
CNc1nnc(-c2ccc(OC)cc2)s1	-61.5
COc1ccc(C(=O)COC(=O)CCNS(=O)(=O)c2ccccc2)c(OC)c1	8.1
Cc1ccc(Oc2ncccc2COC(=O)Nc2ccccc2C)cc1	1.0
CN1CCC(N(C)C(=O)COc2ccc(S(=O)(=O)N3CCOCC3)cc2)CC1	14.8
COCCCNS(=O)(=O)c1ccc2c(c1)OCCO2	1.4
Cc1ccccc1-c1cnc2c(c1)C(=O)N([C@H](C)CO)C[C@@H](C)[C@@H](CN(C)Cc1ccccc1F)O2	0.6[25 µM]
COC(=O)c1c(NC(=O)c2ccco2)sc2c1CCN(C(C)C)C2	-20.3
Cn1nc(Oc2ncc(C(F)(F)F)cc2Cl)cc1C(F)(F)F	14.8
Cc1nc2ccc(S(=O)(=O)Nc3ccccc3C)cc2s1	-0.2
COc1cc(SC)ccc1C(=O)OCC(=O)N1CCN(C(C)=O)CC1	2.6
O=C(Nc1cccnc1)c1cc(-c2cccnc2)nc2ccc(Br)cc12	-4.0
C[C@@H]1CCCCO[C@H](CN(C)S(=O)(=O)c2cn(C)cn2)[C@@H](C)CN([C@H](C)CO)C(=O)c2cc(N(C)C)ccc2O1	-14.9[25 µM]
O=C(Cn1cc(S(=O)(=O)Cc2ccccc2)c2ccccc21)Nc1ccccc1	-11.1
CC(C)(Oc1ccc(Cl)cc1)C(=O)Nc1cccc(S(=O)(=O)NC2=NCCC2)c1	4.7
COc1ccc(NC(=O)CN(C)C(=O)c2ccc(N3CCCCCC3)c([N+](=O)[O-])c2)cc1	1.1
O=C1CCCN1CC(CN1CCOCC1)Sc1nnnn1-c1ccccc1 (stereo unspecified)	3.7&-0.2
CCCCN(CC)C(=O)Cc1c(C(=O)O)[nH]c2ccc(Cl)cc12	6.0
CS(=O)(=O)CCNCc1nc(-c2ccc3ncnc(Nc4ccc(OCc5cccc(F)c5)c(Cl)c4)c3c2)cs1	-56.9[25 µM]
COC(=O)C1CCN(S(=O)(=O)c2cc3c4c(c2)CCN4C(=O)CC3)CC1	8.1
CO[C@H](CN(C)S(=O)(=O)c1ccc(F)cc1)[C@@H](C)CN(Cc1ccccc1Cl)[C@@H](C)CO	6.5[25 µM]
O=C(CN1C(=O)NC(Cc2c[nH]c3ccccc23)C1=O)NCCc1ccccc1 (stereo unspecified)	19.7
O=C(Nc1cc(F)ccc1F)N[C@@H]1CC[C@H](CCn2cc(C3CCCCC3)nn2)O[C@H]1CO	2.2[25 µM]
Cn1nnnc1SCc1cn2cccnc2n1	0.6
N#CCC(=O)NCCCOC(=O)Nc1ccc(Cl)c(Cl)c1	-13.1
Continuation:
SMILES	BL2 CD40 inh
COc1ccccc1-c1ccc2c(c1)[C@H]1[C@H](CCN1C(=O)C1CCCC1)[C@@H](CO)N2	20.3
CCCCn1c(N)c(N(CCOC)C(=O)c2ccc(Cl)c(S(=O)(=O)N3CCCCC3)c2)c(=O)[nH]c1=O	9.1
O=C(NCc1ccccc1)[C@@H]1[C@@H](CO)[C@@H]2Cn3c(cccc3=O)[C@H]1N2C(=O)Cc1ccccn1	-3.5[25 µM]
Cn1c(SCc2nc3ccccc3[nH]2)nnc1-c1cccs1	-0.7
COc1ccc2c3c(n(C)c2c1)[C@H](CO)N(C(=O)C1CC1)CC31CCN(C(=O)C2CCOCC2)CC1	5.3
Cc1c(Cl)cnc(NC(=O)CSc2n[nH]c(N)n2)c1Cl	3.9
O=C(NC1CCCCCC1)c1ccc(N2CCCC2=O)cc1	-45.6
Cc1ccc(-c2c(C#N)c(N)nc3c2CCCC3)o1	4.9
COc1ccc(NC(=O)N2CCC3(CC2)CN(C(=O)CN2CCOCC2)[C@H](CO)c2[nH]c4cc(OC)ccc4c23)cc1	-2.9[25 µM]
C[C@@H]1CN([C@@H](C)CO)C(=O)c2cc(-c3ccncc3)cnc2O[C@H]1CN(C)C(=O)CN1CCOCC1	-6.9[25 µM]
Nc1nnnn1/N=C/c1ccc(Cl)cc1	-2.3
COc1ccc2c3c([nH]c2c1)[C@H](CO)N(C(=O)Nc1ccccc1F)CC31CN(C(=O)c2ccccc2F)C1	-1.5
O=C(C[C@H]1C[C@H]2c3cc(NC(=O)C4CCOCC4)ccc3O[C@H]2[C@H](CO)O1)NCc1ccc(Oc2ccccc2)cc1	7.8[25 µM]
CCCn1c(=O)[nH]c(=O)c2c1nc(-c1ccc(C#N)cc1)n2CCOC	7.7
CC1CCCCN1C(=O)c1ccc(COc2ccc([N+](=O)[O-])cc2)o1 (stereo unspecified)	0.5
Nc1c(C(=O)N2CCCC2)sc2nc3c(cc12)CCCCCC3	-96.6
O=C(c1cc2c(s1)CCCC2)N1CCN(c2ccccc2)CC1	-47.4
CN(C)C(=O)c1cccc(-c2ccccc2[C@@H]2[C@@H](C#N)N(C(=O)C3CCCC3)[C@H]2CO)c1	-4.2
O=C(O)c1ccc(C=NN=C2c3ccccc3-c3ccccc32)cc1	0.4
CC1CCC/C(=N/NC(=O)c2ccccc2-n2cccc2)C1 (stereo unspecified)	-7.7
CCCCn1c2ccc(F)cc2c2nnc(NN)nc21	0.4
Cc1oc(S(=O)(=O)N2CCCC2)cc1C(=O)Nc1ccc(F)cc1	13.9
Cc1cc(C)nc(/N=C(\N)N2CCCCC2)n1	3.2
O=C1CCCc2nc(N3CCN(c4ccccc4)CC3)ncc21	-10.4
CN(c1nc2ccccc2n2c(-c3ccco3)nnc12)S(=O)(=O)c1ccccc1	1.8
Next part:
SMILES	BL2 CD40 inh
CCC(=O)NC[C@@H]1[C@@H](c2ccc(C3=CCCC3)cc2)[C@@H](CO)N1CC1CCCC1	0.5
CCN(CC)C(=O)c1nn(-c2ccccc2)c2c1C1CCC2(C)C1(C)C (stereo unspecified)	8.2
Cc1cc(C(=O)CSc2nc(N)cc(N)n2)c(C)n1CC1CCCO1 (stereo unspecified)	-8.7
CO[C@H](CN(C)Cc1ccc2c(c1)OCO2)[C@@H](C)CN(C(=O)c1ccccc1)[C@@H](C)CO	-19.4[25 µM]
CCN1CCCC1CNC(=O)C(NC(=O)C1CCC(C)CC1)C(C)C (stereo unspecified)	9.7
O=c1c2c3c(sc2n(CCN2CCOCC2)c(=O)n1Cc1ccco1)CCCCC3	6.2
O=C(NCc1ccccc1)C1CCCN(c2ncnc3c2nc2n3CCCCC2)C1 (stereo unspecified)	7.4
CCOC(=O)c1ccc(NC(=O)COC)cc1	-20.3
O=C(CN1CCN(Cc2ccccc2)CC1)Nc1ccccc1-c1ccccc1	10.2
O=C(Oc1ccc(Cl)cc1)c1ccc2nccnc2c1	-54.0
CSc1nc2cc(Cl)ccc2s1	11.1
O=C(Nc1ccc2c(c1)OCO2)c1ccc2nc[nH]c2c1	-79.5
COc1cc(C)c(Cl)c(C)c1S(=O)(=O)NC1CC(C)(C)NC(C)(C)C1	2.3
C[C@H](CO)N1C[C@H](C)[C@@H](CN(C)C(=O)Nc2ccc3c(c2)OCO3)Oc2c(NS(=O)(=O)c3ccc(Cl)cc3)cccc2C1=O	-6.5[25 µM]
C[C@H](CO)N1C[C@H](C)[C@@H](CN(C)C(=O)NC2CCCCC2)OCc2ccccc2-c2c(n(C)c3ccccc23)C1=O	10.5[25 µM]
O=C(NCCc1ccccn1)c1cccc(S(=O)(=O)N2CCCCCC2)c1	3.2
